# ERp5 block: inhibitors of human ERp5; inhibition, % at 9.99 µM; 0.05% of 350,000 active; ERp5 insulin aggregation, absorbance 650 nm, 90 min; Q15084;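 active means mean replicate inhibition above about 25%, with every replicate also reaching it, limit read from the data, passing the limit was not always enough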
# E-sel inducer: induces E-selectin expression in human endothelial cells; HUVEC E-selectin immunofluorescence imaging; normalized: neutral wells 0, TNF-alpha wells 100; activation, % at 7.58 µM; 0.37% of 260,000 active;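 active means mean E-selectin-positive cell signal at least 10% of the positive control, reached in at least 60% of replicates, without over 20% cell loss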;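 further: in these data hits start at about 27%; measured in HUVEC primary endothelial cells; signal is the percent of cells scored E-selectin positive by PE staining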
# Target sequence (P16581 whole entry, looked up): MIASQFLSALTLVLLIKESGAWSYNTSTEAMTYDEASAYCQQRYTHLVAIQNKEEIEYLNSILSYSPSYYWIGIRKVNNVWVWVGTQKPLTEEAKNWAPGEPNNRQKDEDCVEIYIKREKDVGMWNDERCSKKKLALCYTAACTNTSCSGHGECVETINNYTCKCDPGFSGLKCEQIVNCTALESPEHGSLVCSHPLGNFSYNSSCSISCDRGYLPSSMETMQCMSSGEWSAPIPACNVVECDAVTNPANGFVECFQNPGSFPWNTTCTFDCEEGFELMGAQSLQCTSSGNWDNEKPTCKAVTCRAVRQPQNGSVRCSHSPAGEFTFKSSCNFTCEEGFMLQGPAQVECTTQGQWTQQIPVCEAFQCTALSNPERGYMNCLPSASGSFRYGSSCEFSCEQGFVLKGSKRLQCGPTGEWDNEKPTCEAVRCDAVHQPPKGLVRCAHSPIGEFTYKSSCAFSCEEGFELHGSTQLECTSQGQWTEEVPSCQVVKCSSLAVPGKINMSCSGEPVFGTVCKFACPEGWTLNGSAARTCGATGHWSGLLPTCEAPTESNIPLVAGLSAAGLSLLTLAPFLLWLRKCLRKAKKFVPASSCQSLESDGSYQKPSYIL
#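 Assay system: HUVEC primary endothelial cells. Input: 3,000 HUVEC seeded per well. Doses: one compound dose added by pin transfer. Read-out basis: % PE-positive cells. Benchmarks: TNF-alpha high, DMSO low. Detection: immunofluorescence imaging. Buffer or medium: EGM-2, gelatin.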
# esBAF inh: SWI/SNF esBAF complex inhibition; 2% of 350,000 active; mouse ES cells, Bmi1-luciferase knock-in reporter, 24 h; 100% = twice the neutral-well signal; AID 602393; reporter increase, % at 12.5 µM; in the data active means activation above about 40%;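 further: 0% = median of the plate's neutral control wells and 100% = double that signal; a rise in the Bmi1 reporter signal indicates esBAF inhibition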
# RAD54 inh: RAD54 (human) branch migration inhibition. Q92698. RAD54 Holliday junction branch migration, FAM/BHQ fluorescence. inhibition, % at 10.4 µM. 0.14% of 360,000 active. AID 602329;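 active means mean normalized replicate activity at least 40 and at least half of replicates scoring 40 or more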;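 further: 0% = median of neutral control wells and 100% = median of positive control wells; inhibitors cause a drop in the FAM fluorescence signal; in these data hits start at about 50%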
# Casp6 inh: inhibitors of human caspase-6. purified caspase-6, Z-VEID-R110 cleavage fluorescence. inhibition, % at 12.5 µM. 0.53% of 350,000 active. AID 686996;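 active means mean inhibition across replicates at least about 35%, with every replicate also reaching that limit, limit read from the data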;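 further: 0% = median of neutral control wells and 100% = no fluorescence left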
# Target sequence (P55212 24-179 limits assumed): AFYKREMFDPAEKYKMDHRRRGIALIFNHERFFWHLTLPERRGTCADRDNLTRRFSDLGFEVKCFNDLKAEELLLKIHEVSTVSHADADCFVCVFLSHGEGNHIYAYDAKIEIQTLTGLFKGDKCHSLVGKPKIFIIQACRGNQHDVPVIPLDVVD
# Target sequence (P55212 194-293 limits assumed): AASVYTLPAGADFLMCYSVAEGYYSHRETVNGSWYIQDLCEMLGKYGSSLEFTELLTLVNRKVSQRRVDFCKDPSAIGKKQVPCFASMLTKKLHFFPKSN
# RAD52 inh: RAD52 (human) annealing inhibition | recombinant RAD52 DNA annealing, FRET fluorescence | inhibition, % at 18.7 µM | 0.46% of 360,000 active | AID 651710;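 active means every replicate showing at least 50% inhibition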
# ARNT-TACC3 inh: disruptors of human ARNT/TACC3 interaction | Q9Y6A5 | AlphaScreen His-ARNT PAS-B/GST-TACC3 binding, luminescence; TACC3 fragment carries E629A point mutation | inhibition, % at 9.99 µM | 0.66% of 390,000 active | AID 623870;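 active means mean inhibition of replicates at least 50% and at least half of replicates each reaching 50%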;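 further: 0% = complete ARNT plus TACC3 wells and 100% = ARNT alone without TACC3; many hits fall short of the cut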
# PglD inh: inhibitors of Campylobacter jejuni PglD acetyltransferase; AID 602405; 0.098% of 360,000 active; inhibition, % at 12.5 µM; purified PglD enzyme, DTNB colorimetric CoA detection; in the data active means inhibition above about 16%, passing the limit was not always enough; further: strong numbers were not always called active
# Active calls of the source: *; · = not tested or not shown. No enrichment for hits; any-hit rate near 3.2%.
SMILES,ERp5 block,E-sel inducer,esBAF inh,RAD54 inh,Casp6 inh,RAD52 inh,ARNT-TACC3 inh,PglD inh
COc1ccc(-n2c(CNC(=O)COc3ccc(Cl)cc3)n[nH]c2=S)cc1,10.3,·,-14.1,-11.6,4.8,-15.3,-2.4,-0.8
COCCn1nnnc1C(c1ccc(Cl)cc1)N1CCN(C(=O)c2ccco2)CC1 (stereo not given),1.7,0.0,-4.8,9.6,·,-7.8,-0.3,9.3
CCOc1ccc(OCC)c(NC(=O)C2C3C=CC(O3)C2C(=O)NCc2ccco2)c1 (stereo not given),·,·,1.9,-5.6,·,·,2.2,2.4
CCCN(CCC)c1nc(N(CCC)CCC)[nH]c(=O)n1,-1.6,-0.5,-9.9,0.9,-12.4,-10.0,5.5,-1.2
Cc1ccc(F)c(NC(=O)c2cncn2-c2ccccc2)c1,1.8,·,0.5,4.6,-2.3,4.4,-0.4,-1.9
Cc1c(Cl)cccc1N1CC(C(=O)Nc2nccs2)CC1=O (stereo not given),·,·,-4.6,-2.8,·,·,-4.2,3.6
CCCC(=O)Nc1ccc2c(c1)OC[C@@H](C)N(Cc1ccccc1C(=O)O)C[C@@H](C)[C@H](OC)CN(C)C2=O,3.6,0.3,4.0,-0.9,-1.9,8.7,-7.0,1.0
C[C@@H]1CCCCO[C@H](CN(C)C(=O)Nc2ccc(C(F)(F)F)cc2)[C@H](C)CN([C@@H](C)CO)C(=O)c2cc(NS(=O)(=O)c3cccs3)ccc2O1,-5.6,0.1,-3.3,-22.8,-17.2,-41.3,-8.8,-3.3
CC(=O)Nc1ccc(CNc2nc(NCC3CC3)nc3ccsc23)cc1,5.7,1.6,4.4,-13.7,1.0,3.2,·,10.1
Cc1[nH]c2ccccc2c1N=Nc1cccc(C(=O)O)c1,-6.2,0.3,·,·,0.8,1.1,14.3,·

# Overlap with the part before: 3 compounds, followed by the next part.
SMILES,ERp5 block,E-sel inducer,esBAF inh,RAD54 inh,Casp6 inh,RAD52 inh,ARNT-TACC3 inh,PglD inh
C[C@@H]1CCCCO[C@H](CN(C)C(=O)Nc2ccc(C(F)(F)F)cc2)[C@H](C)CN([C@@H](C)CO)C(=O)c2cc(NS(=O)(=O)c3cccs3)ccc2O1,-5.6,0.1,-3.3,-22.8,-17.2,-41.3,-8.8,-3.3
CC(=O)Nc1ccc(CNc2nc(NCC3CC3)nc3ccsc23)cc1,5.7,1.6,4.4,-13.7,1.0,3.2,·,10.1
Cc1[nH]c2ccccc2c1N=Nc1cccc(C(=O)O)c1,-6.2,0.3,·,·,0.8,1.1,14.3,·
CCOc1ccc(-c2noc([C@@H]3O[C@H](CO)[C@@H](O)[C@H]3O)n2)cc1,-1.0,1.5,27.1,-4.9,0.6,0.9,·,-3.3
CC(c1ccccc1)n1cc(C(=O)NCCN2CCOCC2)nn1 (stereo not given),·,·,-9.8,5.1,·,·,-4.2,-0.8
COc1ccc(NC(=O)Nc2ccc3c(c2)C(=O)N([C@H](C)CO)C[C@@H](C)[C@H](CN(C)S(=O)(=O)c2ccc(C)cc2)OCCCC[C@H](C)O3)cc1,-0.8,1.1,0.9,-9.8,-0.9,15.5,-1.5,5.5
C/C=C/c1ccc([C@H]2[C@H](CO)N3C(=O)CN(S(=O)(=O)c4ccccc4)C[C@@H]23)cc1,8.2,-0.2,·,·,-0.2,-13.0,·,·
CC1=CC(c2ccccc2)n2nc(NS(=O)(=O)c3ccc(C)cc3)nc2N1 (stereo not given),·,·,-5.9,-7.2,·,·,-2.9,1.9
CC(=O)Nc1ccccc1S(=O)(=O)CC1CC1(Cl)Cl (stereo not given),0.8,0.4,-2.0,-7.0,-1.3,-9.1,-3.0,8.0
O=C(NCc1ccc2c(c1)OCO2)C(=S)N1CCOCC1,4.3,-0.2,2.2,-8.6,5.3,-12.8,0.6,0.4
CCOC(=O)N1CCC(NC(=O)C2CCN(S(=O)(=O)c3c(C)noc3C)CC2)CC1,·,·,5.5,8.6,·,·,-35.3,0.6
C=CCN1C(=O)C(Cc2ccc(OC)cc2)SC1=Nc1ccc(C(=O)O)cc1 (stereo not given),-3.6,·,·,-6.4,3.3,-35.8,-9.1,2.1
CCCCNCc1cc(Br)c(OCC(=O)NCc2ccccc2)c(OC)c1,-1.8,0.0,1.2,-5.8,0.7,-10.6,-2.1,5.4
CCOC(=O)c1c(NC(=O)c2noc(C)c2[N+](=O)[O-])sc(C(C)=O)c1C,0.4,·,·,·,2.9,-12.4,11.4,·
Cc1ccc(S(=O)(=O)CCC(=O)Nc2sccc2C#N)cc1,-0.1,0.0,·,-4.5,-0.7,-11.5,-1.5,3.0
COc1ccccc1N(C)S(=O)(=O)c1ccc(C(=O)OC(C)C(=O)NCc2ccc3c(c2)OCO3)cc1 (stereo not given),-1.1,-0.7,·,·,0.6,-9.9,-2.5,·
CCOc1ccc(CNC(=O)C(C)n2nc(C)c3c(C)n(-c4ccccc4)nc3c2=O)cc1 (stereo not given),·,0.2,2.0,-2.9,1.7,-12.0,-4.9,-8.1
Cc1cc(C)c2c(=O)[nH]c(SCC(=O)c3ccc(C(C)C)cc3)nc2n1,4.3,·,-4.5,-0.4,-1.8,-17.4,-4.6,1.7
C[C@H]1CN([C@@H](C)CO)C(=O)c2cc(NC(=O)Nc3ccc4c(c3)OCO4)ccc2O[C@@H]1CN(C)Cc1ccc(Cl)c(Cl)c1,-7.6,-2.6,-0.1,-2.1,-1.1,21.5,13.5,7.4
COC(=O)c1cc(=O)nc2scc(C)n12,-4.4,-0.1,-5.7,-4.1,-0.6,-5.2,-5.2,-0.4
CCC(CC)C(=O)Nc1cccc(C(=O)N2CCOCC2)c1,-6.4,·,-10.6,2.9,0.1,-4.7,-9.4,-8.9
COc1ccc2oc(N)c(C=O)c(=O)c2c1,3.8,-0.3,-2.6,11.1,1.6,-12.4,2.5,3.5
COc1ccc(CN2CCC(n3nccc3NC(=O)C3CCCC3)CC2)c(OC)c1,6.7,·,-7.4,7.8,-10.3,-2.0,·,0.2
COc1ccccc1C#Cc1ccc([C@H]2[C@@H](C#N)N(C(=O)C3CC3)[C@H]2CO)cc1,0.4,-0.1,4.8,-10.8,0.4,17.0,-3.5,-0.5
O=C(COC(=O)c1cn(-c2ccccc2)nc1-c1cccnc1)NC1CC1,4.0,·,·,·,-0.4,-59.9,-13.7,·
CC1CN=C(N(C(=O)Nc2ccccc2)c2ccc(S(=O)(=O)N3CCOCC3)cc2)S1 (stereo not given),·,·,-13.7,1.2,·,·,-8.6,-0.1
Cc1noc(C)c1S(=O)(=O)N(C)C[C@H]1Oc2ccc(NC(=O)C3CCCCC3)cc2CC(=O)N([C@@H](C)CO)C[C@H]1C,-8.6,0.0,-3.3,-0.6,1.1,-4.5,-4.3,-1.2
Cc1ccc(Nc2ncnc3sc(C)c(C)c23)cc1,·,·,59.5*,-1.7,·,·,-3.5,-1.5
CCOC(=O)N1CCN(CCC(=O)c2ccc(Cl)cc2)CC1,·,·,20.4,6.8,·,·,-1.2,2.2
CO[C@H](CN(C)S(=O)(=O)c1ccc(C)cc1)[C@H](C)CN([C@H](C)CO)S(=O)(=O)c1cccc(Cl)c1,5.5,0.1,-2.6,1.2,2.3,0.1,-2.0,-1.1
CN(C(=O)CN1C(=O)/C(=C/c2ccc(Cl)cc2)SC1=S)C1CCS(=O)(=O)C1 (stereo not given),-4.8,·,5.6,-1.0,3.8,2.3,4.1,3.6
CCOC(=O)C1C(C)C(C(C)(C)C)N(S(=O)(=O)c2ccc(C)cc2)C1c1ccccc1 (stereo not given),-2.1,-0.3,·,·,-2.8,2.6,·,·
c1coc(-c2ccc3nncn3c2)c1,-0.3,-0.1,-5.8,-15.3,-1.3,-90.2,·,2.9
C[C@@H]1CN([C@@H](C)CO)C(=O)Cc2cc(NC(=O)C3CCCCC3)ccc2O[C@H]1CN(C)S(=O)(=O)c1cn(C)cn1,-0.2,-0.1,1.0,8.2,2.9,4.7,-0.3,-0.8
Cc1[nH]c2ccc(C(=O)OC(C)C(=O)NCc3ccccc3)cc2c1C (stereo not given),-2.0,5.8,-29.0,0.2,-2.3,-6.1,-13.1,2.8
Cc1ccc(S(=O)(=O)N2CCOCC2)c(C)c1-n1cnnn1,·,·,-3.7,-7.6,·,·,-3.1,-1.9
CC(C)C[C@H]1CN=C(N(C)C)N1CCCCc1ccccc1,-6.1,0.1,-13.0,9.3,2.9,7.4,-11.5,2.2
CC(=O)NC(Cc1c[nH]c2ccccc12)C(=O)N1CCN(S(=O)(=O)c2ccccc2)CC1 (stereo not given),2.5,·,7.3,-13.8,-0.3,-5.6,-2.7,-4.0
O=C(Nc1ccc(Cl)c(Cl)c1)C1C2C=CC3(O2)C1C(=O)N(CCN1CCCCC1)C3C(=O)NC1CCCCC1 (stereo not given),5.7,0.5,-0.2,37.9,-3.9,10.3,4.3,1.5
Nc1nc(CSC(=S)N2CCOCC2)nc(Nc2ccc(F)cc2)n1,-4.3,·,66.0*,3.6,-1.4,-21.4,-6.4,-3.7
Cc1ccc(C(=O)Nc2cccnc2)cc1S(=O)(=O)N1CCCCC1,-78.5,-0.8,·,·,0.0,-17.1,0.0,·
CCNc1nc(Nc2ccc(C)c(Cl)c2)c2cnn(C)c2n1,1.0,0.9,-2.1,10.8,-1.6,2.3,16.2,-4.4
COc1ccc(S(=O)(=O)NC(=O)C2(C)CCN2C(=O)C2(c3ccccc3)CCCC2)cc1 (stereo not given),3.9,-0.3,0.2,-1.7,1.3,-7.0,·,-3.3
CC(OC(=O)c1ccccc1)C(=O)NCc1ccco1 (stereo not given),-12.6,·,-7.1,4.4,8.7,-4.7,-3.6,-4.4
CCOC(=O)c1ccc2c(c1)NC(=O)C(N1CCN(c3ccc(OC)cc3)CC1)S2 (stereo not given),-6.9,0.8,11.5,5.2,-1.4,-8.7,-2.1,2.5
CCOC(=O)C[C@H]1c2ccccc2S(=O)(=O)N1c1cccc(OC)c1,10.1,-0.1,8.1,1.4,1.3,-38.2,-2.4,-3.3
NS(=O)(=O)c1ccc(CNC(=O)/C=C/c2ccc(Cl)c(Cl)c2)cc1,5.6,-1.3,·,·,-0.9,-8.7,-3.3,·
CC(=O)N(C)C[C@H]1[C@H](c2ccc(-c3ccccc3F)cc2)[C@H](CO)N1C(C)=O,-0.9,-0.4,-0.2,-4.1,-1.9,-42.0,-3.9,-0.6
COc1ccc(NC(=O)Nc2cccc3c2O[C@H](CN(C)S(=O)(=O)c2ccc(OC)cc2)[C@H](C)CN([C@H](C)CO)C3=O)cc1,-3.6,-0.5,0.0,-7.0,-4.5,15.1,-2.4,-1.9
CN(C)S(=O)(=O)c1ccc2nnn(OCC(=O)NC3CCS(=O)(=O)C3)c2c1 (stereo not given),-4.7,·,-2.1,-1.4,1.6,-5.0,2.1,-2.7
CN1C(=O)c2cc(NC(=O)c3cnccn3)ccc2OC[C@H]2O[C@H](CC(=O)N[C@H]3CCN(Cc4ccccc4)C3)CC[C@@H]21,-4.4,0.0,-11.9,0.9,-1.0,27.5,-0.3,11.7
COc1ccc(NC(C)C(=O)N2CCN(Cc3ccccc3)CC2)cc1 (stereo not given),2.3,0.0,-7.5,-3.1,0.6,7.0,6.8,1.8
CNS(=O)(=O)c1cc(-c2nnc(Nc3ccc(CC(N)=O)cc3)c3ccccc23)ccc1C,4.1,·,-5.6,9.4,3.6,-3.9,-2.6,3.5

# 3 entries already listed, ordered by molar mass, high to low:
SMILES,ERp5 block,E-sel inducer,esBAF inh,RAD54 inh,Casp6 inh,RAD52 inh,ARNT-TACC3 inh,PglD inh
COc1ccc(NC(=O)Nc2cccc3c2O[C@H](CN(C)S(=O)(=O)c2ccc(OC)cc2)[C@H](C)CN([C@H](C)CO)C3=O)cc1,-3.6,-0.5,0.0,-7.0,-4.5,15.1,-2.4,-1.9
CN(C)S(=O)(=O)c1ccc2nnn(OCC(=O)NC3CCS(=O)(=O)C3)c2c1 (stereo not given),-4.7,·,-2.1,-1.4,1.6,-5.0,2.1,-2.7
COc1ccc(NC(C)C(=O)N2CCN(Cc3ccccc3)CC2)cc1 (stereo not given),2.3,0.0,-7.5,-3.1,0.6,7.0,6.8,1.8

# Screening data (PubChem)
